TGFb SMAD3 inh: blocks TGF-b signaling; HepG2 CAGA-GFP TGF-b/SMAD3 reporter, GFP fluorescence, 18 h; TGF-beta stimulated, 500 pg/mL final; Potency, µM (top dose mostly 46.1 µM), for the others: at the highest dose activity, negative = inhibition, most hits filed as inhibitors; 1.2% of 410,000 active; AID 588855; further: potency means the concentration at half of the fitted maximal effect; on the % scale 0 is the no-effect control and ±100 the full control effect; nearly all actives have a fitted effect of over 65% in size
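Inhibition was scored as loss of TGF-beta-induced (500 pg/mL final, 18 hours, 37 degrees C) GFP in HEPG2 cells carrying a CAGA-GFP reporter, in DMEM with 1% FBS. Well GFP was summed per cell; Activity was normalised to unstimulated and stimulated DMSO wells, then concentration-response fitting.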
Nrf2 block: inhibitors of Nrf2 signaling. Potency, µM (series often up to 46 µM), without a hit: top-dose activity change, negative = inhibition, usual class: inhibitors. 2.1% of 360,000 active. A549 ARE-Fluc reporter, luciferase luminescence, 18-24 h; further: potency means the concentration at half of the fitted maximal effect; on the % scale 0 is the no-effect control and ±100 the full control effect; nearly all actives have a fitted effect of over 60% in size
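Cells were seeded and rested 2 h, then exposed to compounds for 18-24 h. CellTiter-Fluor was read first as a viability measure. BugLite was added 15 min before the final luminescent read of ARE-luciferase activity in A549 cells.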
Nrf2 activator: activators of Nrf2 (ARE) signaling | AREc32 ARE-luciferase reporter (MCF7-derived line), luminescence, 24 h | Potency, µM (doses to about 46.1 µM), for inactives: at the highest dose activation, most hits filed as activators | 0.31% of 410,000 active; further: potency means the concentration at half of the fitted maximal effect; % of control where 0% means no effect; nearly all actives have a fitted effect of over 65% in size
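Steps: seed AREc32_Fluc cells (1000/well, 5% FBS OPTI-MEM); incubate overnight at 37 deg C; add 23 nL compound; incubate 24 hr; add Steady-Glo; hold 30 min RT; read luminescence.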
A549 viability: counter-screen for Nrf2 inhibitors: cytotoxicity in A549 cells; A549 ARE-Fluc cells, CellTiter-Fluor viability, 18-24 h; Potency, µM (doses to about 46 µM), for the others: at the top dose activity change, negative = cytotoxicity, most hits filed as inhibitors; 0.16% of 390,000 active; further: potency means the concentration at half of the fitted maximal effect; on the % scale 0 is the no-effect control and ±100 the full control effect
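A549 ARE_Fluc cells in 5% FBS OPTI-MEM were exposed to compounds in concentration-response for 18-24 h at 37 deg C. Viability was read by CellTiter-Fluor fluorescence (Ex 405/Em 525) after 30 min, before the luciferase read.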
MmCpn inh: blocks the Methanococcus maripaludis chaperonin Mm-Cpn; purified Mm-Cpn ATPase, ADP Transcreener TR-FRET; Potency, µM (titrated, usually from 76.9 µM), without a hit: top-dose activity, negative = inhibition, usual class: inhibitors; 0.031% of 330,000 active; AID 504842; further: potency means the concentration at half of the fitted maximal effect; on the % scale 0 is the no-effect control and ±100 the full control effect; nearly all actives have a fitted effect of over 80% in size
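25 nM Mm-CPN + cpd, 10 min 37°C; + 10 uM ATP, 30 min 37°C; buffer 30 mM Tris pH 7.4, 100 mM KCl, 5 mM MgCl2, 1 mM DTT; Transcreener ADP HTRF detection 30 min RT.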
Akt phos inh: blocks phosphorylation of Akt; Neuro2A IGF-stimulated pAkt S473 HTRF, 20 min; active compounds read low; activity change, % for hits at 50 µM; 0.32% of 360,000 active; in the data active means activity change below about -80%; inconclusive means mostly about -51% to -80%; further: on the % scale 0 is the no-effect control and ±100 the full control effect
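Neuro2A cells (4,500/well, DMEM with 0.5% FBS) were treated with compound at a single 50 µM final concentration, stimulated with 6 nM IGF for 20 min at 37 °C, and lysed. Phospho-Akt Ser473 was read by HTRF as 665/615 ratio ×10^4.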
CCT chaperon mod: changes cytosolic chaperonin activity | 0.3% of 360,000 active | AID 651819 | purified chaperonin ATPase assay, HTRF ADP detection, 30 min | activity change, % (test concentration not listed), hits read low; in the data active means activity change below about -30%; further: on the % scale 0 is the no-effect control and ±100 the full control effect
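TRiC (40 or 20 nM final, by batch activity) in 30 mM Tris pH 7.4, 100 mM KCl, 5 mM MgCl2, 1 mM DTT was treated with compound at 76 uM single dose, then 10 uM ATP, 30 min at 37 °C. ADP was read by HTRF Transcreener.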
Abeta rescue: compounds reversing amyloid beta toxicity in yeast | yeast expressing A-beta42, growth rescue, OD600, 48 h; response scale: 0% DMSO, 100% iron-clioquinol control | Potency, µM (series often up to 46.1 µM), for the others: at the highest dose growth rescue, actives largely listed as activators | 0.063% of 410,000 active | AID 1347071; further: potency means the concentration at half of the fitted maximal effect; nearly all actives have a fitted effect of over 55% in size
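Growth rescue measured by 600 nm absorbance after 48 h yeast culture at 30 C with compound. Values normalized between DMSO and an equimolar ferric chloride plus clioquinol control.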
HepG2 tox: kills HepG2 cells in TGF-b inhibitor counter-screen | HepG2 CAGA-GFP viability, ATP luminescence, 18 h | Potency, µM (titrated, usually from 46.1 µM), for the others: at the top dose activity change, negative = cytotoxicity, actives largely listed as cytotoxic | 0.76% of 410,000 active; further: potency means the concentration at half of the fitted maximal effect; some results filed as inactive show a strong effect at the top dose
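HepG2 CAGA-GFP cells (1000/well, DMEM with 1% FBS) received compound, then TGF-beta at 500 pg/mL final, and were incubated 18 hours at 37 degrees C. Viability was read by CellTiter-Glo luminescence. Media-only wells were set as complete cell-killing and DMSO as no toxicity.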
Starred values were filed as active, the others as inactive; [ ] = dose if it differs, or a comment. Unless noted, the call rests on the fitted dose curve; in most records, active means well fitted curve in the direction sought with a large enough effect; inconclusive means small, poorly fitted or top-dose-only effect, or another doubt; inactive means no such curve, though single readings can be large; an effect the other way counts as inactive or inconclusive.

For O=C(CSc1nnc(NC(=O)C2CC2)s1)NCc1ccccc1 the results were TGFb SMAD3 inh 4%, Nrf2 block 0%, Nrf2 activator -1.1%, A549 viability 2%, MmCpn inh 0%, Akt phos inh inactive, CCT chaperon mod -2.8, Abeta rescue 2% and HepG2 tox 14%.
For CC(=O)Nc1ccc(S(=O)(=O)N2CCN(c3ccc(C(C)=O)cc3)CC2)cc1 the results were TGFb SMAD3 inh 3%, Nrf2 activator 4.1%, Abeta rescue -6% and HepG2 tox -35%.
`COc1ccc(CCC(=O)Nc2cccc(S(=O)(=O)N3CCCCCC3)c2)cc1OC` gave TGFb SMAD3 inh -23%, Nrf2 block inconclusive, Nrf2 activator 0.9%, A549 viability inconclusive, MmCpn inh 0%, Akt phos inh inactive, CCT chaperon mod -1.5, Abeta rescue 13% and HepG2 tox -30%.
For O=C(COC(=O)c1cc(S(=O)(=O)N2CCOCC2)ccc1O)Nc1cc(S(=O)(=O)N2CCCC2)ccc1Cl the results were TGFb SMAD3 inh -6%, Nrf2 block -3%, Nrf2 activator 0.2%, A549 viability 1%, MmCpn inh -2%, Akt phos inh inactive, CCT chaperon mod -1.6, Abeta rescue 2% and HepG2 tox -22%.
Screening Cc1cccc(NC(=O)N2CCN(Cc3ccc4c(c3)OCO4)CC2)c1C returned TGFb SMAD3 inh -6%, Nrf2 block 11%, Nrf2 activator 0.2%, A549 viability -1%, MmCpn inh inconclusive, Akt phos inh inactive, CCT chaperon mod 0.8, Abeta rescue -20% and HepG2 tox -10%.
`CCOC(=O)C1CCCN(C(=O)C2COc3ccccc3O2)C1` (stereo not given) gave TGFb SMAD3 inh -2%, Nrf2 block 0%, Nrf2 activator 0.0%, A549 viability -13%, Akt phos inh inactive, CCT chaperon mod -0.8, Abeta rescue 9% and HepG2 tox -2%.
For O=C(NCc1ccccc1)C1=C[C@H](c2csc3ccccc23)C[C@H](OCCCCO)O1 the results were TGFb SMAD3 inh inconclusive, Nrf2 block inconclusive, Nrf2 activator 6.2%, A549 viability inconclusive, Akt phos inh inactive, CCT chaperon mod 2.0, Abeta rescue 7% and HepG2 tox -69%.
COCc1c(C(=O)N(C)Cc2ccccc2N2CCCC2)oc2ccccc12 was read as TGFb SMAD3 inh -11%, Nrf2 block 2%, Nrf2 activator 0.1%, A549 viability 0%, MmCpn inh -3%, Akt phos inh inactive, CCT chaperon mod 4.4, Abeta rescue 16% and HepG2 tox 0%.
COc1ccc(Cn2c(=O)c3oc4ccccc4c3n(Cc3ccccc3)c2=O)cc1 was read as TGFb SMAD3 inh -20%, Nrf2 block inconclusive, Nrf2 activator 0.6%, A549 viability inconclusive, Abeta rescue -9% and HepG2 tox -19%.
Screening CCOC(=O)c1ccc(N=c2scc(C)n2CC)cc1 returned TGFb SMAD3 inh 1%, Nrf2 block inconclusive, Nrf2 activator 4.5%, A549 viability -5%, MmCpn inh -1%, Akt phos inh inactive, CCT chaperon mod -4.4, Abeta rescue -15% and HepG2 tox 3%.
Screening Cc1ccc(S(=O)(=O)/N=C(/NNC(=O)c2cccc(Cl)c2)c2ccccc2)cc1 returned TGFb SMAD3 inh 28%, Nrf2 block inconclusive, Nrf2 activator inconclusive, A549 viability 1%, MmCpn inh -1%, Akt phos inh inactive, CCT chaperon mod -0.9, Abeta rescue -21% and HepG2 tox 3%.
`Cc1ccc(Cl)cc1NC(=O)CN(C)S(=O)(=O)c1ccc2c(c1)n(C)c(=O)c(=O)n2C` gave TGFb SMAD3 inh -9%, Nrf2 block 8%, Nrf2 activator 3.0%, A549 viability 6%, Abeta rescue 3% and HepG2 tox -32%.
For COc1ccc(C(C)(C)C)cc1NC(=O)CCCN1C(=O)NC(C)(C)C1=O the results were TGFb SMAD3 inh 2%, Nrf2 block -1%, Nrf2 activator -0.7%, A549 viability -10%, MmCpn inh 2%, Akt phos inh inactive, CCT chaperon mod -2.9, Abeta rescue -16% and HepG2 tox -11%.
Cc1cccc(S(=O)(=O)NC(=O)C2(C)CCN2C(=O)C/C=C/c2ccccc2)c1 (stereo not given) was read as TGFb SMAD3 inh -2%, Nrf2 activator -0.9%, Akt phos inh inactive, CCT chaperon mod -6.9, Abeta rescue 4% and HepG2 tox -5%.
For CC(NC(=O)c1ccc(Br)cc1)c1ccc2c(c1)CCCC2 (stereo not given) the results were TGFb SMAD3 inh 0%, Nrf2 block inconclusive, Nrf2 activator 3.7%, A549 viability -14%, MmCpn inh 1%, Akt phos inh inactive, CCT chaperon mod -2.8, Abeta rescue -35% and HepG2 tox -21%.
Screening O=C(COc1ccc2c3c(c(=O)oc2c1)CCC3)N1CCCCC1 returned TGFb SMAD3 inh 1%, Nrf2 block 14%, Nrf2 activator 3.0%, A549 viability -4%, MmCpn inh -21%, Akt phos inh inactive, CCT chaperon mod 0.1, Abeta rescue 9% and HepG2 tox 3%.
For Cc1cccc2nc(CSCc3ccco3)cn12 the results were TGFb SMAD3 inh inconclusive, Nrf2 block inconclusive, Nrf2 activator 0.6%, A549 viability -7%, MmCpn inh -2%, Akt phos inh inactive, CCT chaperon mod -3.7, Abeta rescue -5% and HepG2 tox -17%.
Screening O=S(=O)(NCc1ccc(F)cc1)c1cccc(S(=O)(=O)N2CCOCC2)c1 returned TGFb SMAD3 inh 1%, Nrf2 block 10%, Nrf2 activator 0.3%, A549 viability 4%, MmCpn inh 0%, CCT chaperon mod 2.5, Abeta rescue 16% and HepG2 tox -1%.
CC1(Cc2ccc(F)cc2)C(=O)Nc2ccc(-c3cccnc3)cc21 (stereo not given) was read as TGFb SMAD3 inh -6%, Nrf2 activator -0.1%, Akt phos inh inactive, CCT chaperon mod -2.1, Abeta rescue -2% and HepG2 tox -46%.
For O=C(NCCCNC(=O)c1ccccn1)c1ccc(Br)cc1 the results were TGFb SMAD3 inh -5%, Nrf2 block 0%, Nrf2 activator -0.7%, A549 viability 0%, MmCpn inh 2%, Akt phos inh inactive, CCT chaperon mod -1.9, Abeta rescue 5% and HepG2 tox 3%.
`O=C(Cc1csc(Nc2nc(=S)[nH]c3ccccc23)n1)NCc1cccc(Cl)c1` gave TGFb SMAD3 inh -7%, Nrf2 activator 4.2%, A549 viability 4%, MmCpn inh 1%, Akt phos inh inactive, CCT chaperon mod -4.4, Abeta rescue -10% and HepG2 tox -22%.
`CN(Cc1ccccc1)C(=O)c1ncn2c1C(=O)N(C)CC2` gave TGFb SMAD3 inh 10%, Nrf2 activator -0.5%, Akt phos inh inactive, CCT chaperon mod 2.0, Abeta rescue -9% and HepG2 tox 1%.
`COc1cc(C)c(C(=O)Oc2cc(C)c(C(=O)O)c(O)c2C)c(O)c1C` gave TGFb SMAD3 inh inconclusive, Nrf2 block 2%, Nrf2 activator 14%, A549 viability 0%, Akt phos inh inactive, CCT chaperon mod -1.5, Abeta rescue -13% and HepG2 tox -62%.
For CCCCN(C(=O)c1cc(S(=O)(=O)N2CCOCC2)ccc1N1CCOCC1)c1ccccc1 the results were TGFb SMAD3 inh -13%, Nrf2 activator 1.2%, Akt phos inh inactive, CCT chaperon mod -1.6, Abeta rescue 2% and HepG2 tox -21%.
Cc1cc(Cl)ccc1NNC(=O)CCc1ccccc1 was read as TGFb SMAD3 inh -4%, Nrf2 block -11%, Nrf2 activator 0.2%, A549 viability -8%, MmCpn inh 0%, Akt phos inh inactive, CCT chaperon mod 0.0, Abeta rescue 25% and HepG2 tox 3%.
`CCOC(=O)C1=C(C)OC(N)=C(C(=O)OCC)C1c1cccnc1` (stereo not given) gave TGFb SMAD3 inh 17%, Nrf2 block 7%, Nrf2 activator -0.4%, A549 viability 11%, MmCpn inh 1%, Akt phos inh inactive, CCT chaperon mod -6.3, Abeta rescue -8% and HepG2 tox -9%.
Screening CCCOc1cc(CN2CCCCC2)cc(C(C)=O)c1 returned TGFb SMAD3 inh -15%, Nrf2 activator -0.1%, A549 viability -2%, Akt phos inh inactive, CCT chaperon mod -1.4, Abeta rescue 14%[9.22 µM] and HepG2 tox -3%.
`Clc1ccc(-n2cccc2CN2CCc3c([nH]c4ccccc34)C2c2ccccn2)nc1` (stereo not given) gave TGFb SMAD3 inh -23%, Nrf2 block 20%, Nrf2 activator 17%, A549 viability 4%, MmCpn inh 1%, Akt phos inh inactive, CCT chaperon mod -2.5, Abeta rescue -21% and HepG2 tox -18%.

Filtered by structure: the entries above containing a furan ring, fused or not (3)
COCc1c(C(=O)N(C)Cc2ccccc2N2CCCC2)oc2ccccc12 was read as TGFb SMAD3 inh -11%, Nrf2 block 2%, Nrf2 activator 0.1%, A549 viability 0%, MmCpn inh -3%, Akt phos inh inactive, CCT chaperon mod 4.4, Abeta rescue 16% and HepG2 tox 0%.
COc1ccc(Cn2c(=O)c3oc4ccccc4c3n(Cc3ccccc3)c2=O)cc1 was read as TGFb SMAD3 inh -20%, Nrf2 block inconclusive, Nrf2 activator 0.6%, A549 viability inconclusive, Abeta rescue -9% and HepG2 tox -19%.
For Cc1cccc2nc(CSCc3ccco3)cn12 the results were TGFb SMAD3 inh inconclusive, Nrf2 block inconclusive, Nrf2 activator 0.6%, A549 viability -7%, MmCpn inh -2%, Akt phos inh inactive, CCT chaperon mod -3.7, Abeta rescue -5% and HepG2 tox -17%.

Assay outcomes: PubChem BioAssay, National Center for Advancing Translational Sciences (NCATS)
